Assay outcomes deposited in PubChem by several laboratories.
BoNT F protease: BoNT/F light chain protease inhibitors, primary screen, biochemical, flow cytometry, MLPCN library; Botulinum neurotoxin type F light chain protease (Clostridium botulinum); inhibition, % at 10 µM; 360,000 compounds, 0.22% hits; AID 588497, 2011; Multiplex microsphere protease cleavage assay; in the data active = inhibition above about 35%, passing the limit was not always enough; inconclusive = no clear call, values can overlap the other calls; note: plate controls were buffer without enzyme for full effect and enzyme alone for no effect
BoNT-A LC inh2: BoNT/A light chain protease inhibitors, primary screen, biochemical, flow cytometry, MLPCN library. Botulinum neurotoxin type A light chain protease (Clostridium botulinum A str. ATCC 3502). AID 588499, 2011. inhibition, % at 10 µM. 360,000 compounds, 0.17% hits. multiplex microsphere protease substrate cleavage; note: plate controls were buffer without enzyme for full effect and enzyme alone for no effect
PrPC TRFRET: inhibitors of human cell surface prion protein PrPC, primary screen, cell-based, TR-FRET. AID 720596, 2013. TR-FRET read-out. 370,000 compounds, 0.43% hits. inhibition, % at 13.8 µM. Major prion protein (Homo sapiens), P04156; in the data active = inhibition above about 24%; note: 0% = median of the test wells and 100% = reference compound wells
Y pestis TopoI: Yersinia pestis topoisomerase I inhibitors, primary screen, biochemical, cleavage product accumulation, plate reader, single point. DNA topoisomerase I (Yersinia pestis CO92). Y. pestis Topo-I cleavage product accumulation. activity, % at 10 µM. 360,000 compounds, 0.064% hits. AID 504884, 2011; in the data active = activity above about 50%, passing the limit was not always enough; inconclusive = no clear call, values can overlap the other calls; note: inactives centre near 2
FadD28 FP inh: inhibitors of FadD28 bisubstrate probe binding, primary screen, biochemical, fluorescence polarization, single point | 360,000 compounds, 0.22% hits | inhibition, % at 12.5 µM | AID 588549, 2011; in the data active = inhibition above about 8.5%, passing the limit was not always enough; inconclusive = no clear call, values can overlap the other calls
Anthrax LF inh2: Bacillus anthracis LF protease inhibitors, primary screen, biochemical, multiplex microsphere, MLPCN library | 360,000 compounds, 0.12% hits | inhibition, % at 10 µM | Lethal factor (Bacillus anthracis), P15917 | AID 588501, 2011 | multiplex microsphere protease cleavage assay; note: plate controls were buffer without enzyme for full effect and enzyme alone for no effect
Target sequence (P15917 whole entry, looked up): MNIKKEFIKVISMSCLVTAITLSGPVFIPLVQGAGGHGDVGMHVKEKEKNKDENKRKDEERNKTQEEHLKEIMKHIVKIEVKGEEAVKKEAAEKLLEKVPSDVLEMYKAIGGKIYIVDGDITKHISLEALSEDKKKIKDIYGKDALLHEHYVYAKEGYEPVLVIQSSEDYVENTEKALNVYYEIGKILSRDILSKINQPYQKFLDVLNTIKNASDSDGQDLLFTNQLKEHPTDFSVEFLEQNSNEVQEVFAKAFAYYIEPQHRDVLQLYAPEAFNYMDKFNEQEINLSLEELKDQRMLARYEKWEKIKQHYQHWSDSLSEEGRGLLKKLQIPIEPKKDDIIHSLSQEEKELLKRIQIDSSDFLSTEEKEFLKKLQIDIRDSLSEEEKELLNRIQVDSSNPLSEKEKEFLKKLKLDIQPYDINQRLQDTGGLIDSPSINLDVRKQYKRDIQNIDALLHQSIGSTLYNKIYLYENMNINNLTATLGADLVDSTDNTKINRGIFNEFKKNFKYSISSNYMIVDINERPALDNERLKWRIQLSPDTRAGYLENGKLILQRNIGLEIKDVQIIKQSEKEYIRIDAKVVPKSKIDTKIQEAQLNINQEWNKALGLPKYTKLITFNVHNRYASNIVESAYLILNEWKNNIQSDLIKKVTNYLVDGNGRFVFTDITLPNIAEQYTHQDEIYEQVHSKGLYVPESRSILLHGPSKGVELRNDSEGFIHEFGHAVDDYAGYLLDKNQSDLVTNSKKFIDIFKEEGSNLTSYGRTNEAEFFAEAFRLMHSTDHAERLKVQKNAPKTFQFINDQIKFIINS
CCHFV vOTU inh: CCHFV vOTU protease inhibitors, primary screen, biochemical, Pep-AMC substrate, fluorescence; inhibition, % at 11.5 µM; 370,000 compounds, 0.55% hits; Crimean-Congo hemorrhagic fever virus L polyprotein viral ovarian tumor (vOTU) protease …; AID 651958, 2012; in the data active = inhibition above about 30%; note: 0% = vehicle wells with enzyme and 100% = no enzyme wells
PfHsp40 rescue: rescue of yeast from PfHsp40 toxicity, primary screen, S. cerevisiae, ATP luminescence; S. cerevisiae expressing PfHsp40, growth rescue; growth rescue, % at 12.5 µM; 340,000 compounds, 0.68% hits; AID 504582, 2011; in the data active = growth rescue above about 28%, passing the limit was not always enough; inconclusive = no clear call, values can overlap the other calls;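 note: yeast W303a lacking pdr1 and pdr3 grown in galactose medium; growth measured after three days at 30 °C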
TcdB GH inh: TcdB glycohydrolase inhibitors, primary screen, biochemical, single point, plate reader. TcdB glycohydrolase enzymatic assay. inhibition, % at 9.99 µM. 350,000 compounds, 0.24% hits. AID 652162, 2013; in the data active = inhibition above about 10%
Starred values were filed as active, the others as inactive; ? = inconclusive; · = not tested or not shown. Cut-off read from the data, not from the text of the source, unless noted: active = inhibition above about 30%; inconclusive = no clear call, values can overlap the other calls; inactive = below that.

SMILES	BoNT F protease	BoNT-A LC inh2	PrPC TRFRET	Y pestis TopoI	FadD28 FP inh	Anthrax LF inh2	CCHFV vOTU inh	PfHsp40 rescue	TcdB GH inh
COc1ccccc1NC(=O)CCCC(=O)OCC(F)(F)C(F)F	-4	-1.3	-2	3	-2.0	-1	-2	0.4	·
Cc1ccc(C(=O)N[C@H](C(=O)OCc2cc(=O)oc3cc(C)ccc23)C(C)C)cc1	-7	0.2	-1	-2	-3.8	-1	-5	0.3	·
O=C(O)c1cc(-c2ccc(Cl)cc2)n(-c2ccccc2)n1	-1	0.9	-4	4	-3.7	-11	12	2.9	3.2
S=C(NCc1ccco1)N1CCC(c2nc3ccccc3o2)CC1	0	-0.4	-2	1	-0.6	2	12	-0.3	3.0
CC(C)(C)OC(=O)N1CCC[C@H]1c1nnc(SCc2c(F)cccc2Cl)o1	-8	-0.7	2	39	-1.6	0	11	0.0	·
Cc1ccc(C(=O)NCCN2CCC(n3c(=O)[nH]c4ccccc43)CC2)cc1C	-8	0.5	-2	·	·	-1	12	·	-0.4
CC1(C(=O)N(CC(=O)NC2CCCC2)Cc2ccco2)CC(=O)N=C2C=CC=CN21 (stereo not given)	-8	-1.9	-3	-2	-0.2	0	-80	0.7	·
Cc1ccc(C)c(CSc2ccc3nnc(-c4ccccn4)n3n2)c1	-2	-0.2	8	20	-5.1	-5	16	15	2.1
Cc1ccc(-c2c3c(=O)n(C)c(=O)n(C)c3cn2Cc2ccccn2)cc1	-6	-0.5	6	7	2.0	-3	-6	0.7	·
CCOc1cc(/C=C(\C#N)C(=O)Nc2ccccn2)ccc1O	-4	-2.0	-6	1	0.1	0	4	0.2	-0.1
O=C(COC(=O)CCS(=O)(=O)c1ccc(F)cc1)NC1CCCCC1	-2	2.1	1	4	-1.3	-4	-5	0.7	-5.6
Cc1cc(=O)[nH]c(N/N=C/C=C/c2ccccc2)n1	5	-0.5	-1	3	0.5	-1	35*	-0.5	-4.5
Cc1ccc(OCc2nc(-c3ccccn3)no2)cc1	6	-0.7	3	-2	?	0	-13	1.1	-0.4
CC(=O)N1N=C(c2ccc(Br)cc2)OC1(C)CC(=O)Nc1ccccc1 (stereo not given)	-1	-0.2	5	18	-3.7	1	1	1.4	·
C#CCN1C(=O)S/C(=C\c2ccc(-c3ccc(C(=O)O)cc3C)o2)C1=O	?	5.8	-6	-4	-2.5	-2	19	-1.4	0.1
Cc1cc(OCC(=O)N(C)C)c2c(-c3ccccc3)cc(=O)oc2c1	-3	-0.5	-3	3	-4.5	5	-4	-1.7	1.9
O=C(Cc1ccccc1)Nc1c2c(nn1-c1cccc(Cl)c1)CS(=O)(=O)C2	9	7.7	-1	1	0.0	1	-5	1.3	·
COc1ccc(S(=O)(=O)/N=C2/NC(=O)/C(=C\c3cc(OC)c(OC)cc3[N+](=O)[O-])S2)cc1	-8	0.4	3	-1	3.2	4	3	-1.4	·
O=[N+]([O-])c1cccc(-n2cc3ccc([N+](=O)[O-])cc3n2)c1	9	1.1	-15	-1	-4.2	-1	18	-0.4	-0.8
O=C(CN1CCN(Cc2ccc3c(c2)OCO3)CC1)Nc1ccc2[nH]c(=O)[nH]c2c1	-18	-0.7	-7	1	-0.8	-3	12	-0.8	1.0
CCOC(=O)N1CCC2(CC1)NC(=O)c1ccccc1N2	-5	-0.5	-6	-3	-2.3	10	-100	·	0.1
Cc1ccc(C)c(NC(=O)CN(C)C(=O)c2ccccn2)c1	-1	0.0	0	0	0.6	0	-7	·	0.8
O=C(NN=Cc1ccc(Cl)cc1Cl)C1CC1	0	0.0	-3	10	-1.8	-1	8	-0.6	1.5
COc1cc(/C=N/N2CCOCC2)ccc1OC(=O)c1ccco1	1	-1.2	-2	-2	-2.5	4	-4	1.1	2.0
O=C(NCCc1cccc(Cl)c1)c1cc2ccccc2oc1=O	?	-4.5	·	-11	-3.2	-2	·	-0.4	·
COc1cc(OC)cc(-c2nc(SCC(=O)Nc3ccccc3F)n[nH]2)c1	-3	0.4	-1	3	-16	1	15	-0.6	1.2
CC1(C(=O)Nc2cccc3cccnc23)CCN1Cc1ccccc1OC(F)F (stereo not given)	1	-0.2	3	23	-5.2	-5	5	·	0.8
O=C(/C=C/c1ccco1)NC(=S)Nc1ccc(N2CCCC2)cc1	-12	-1.1	-6	-19	-0.7	-2	9	0.2	·
O=C(Cc1ccccc1)OCCN1CCOCC1	0	0.0	5	8	-0.3	-2	12	0.1	0.7
CCc1noc(C)c1C(=O)Nc1nc(-c2cccs2)cs1	-8	-1.1	3	-6	-4.0	-3	3	2.3	-1.9

Shown as labelled records: part of the list above
CCc1noc(C)c1C(=O)Nc1nc(-c2cccs2)cs1
  BoNT F protease = -8; BoNT-A LC inh2 = -1.1; PrPC TRFRET = 3; Y pestis TopoI = -6; FadD28 FP inh = -4.0; Anthrax LF inh2 = -3; CCHFV vOTU inh = 3; PfHsp40 rescue = 2.3; TcdB GH inh = -1.9
O=C(Cc1ccccc1)Nc1c2c(nn1-c1cccc(Cl)c1)CS(=O)(=O)C2
  BoNT F protease = 9; BoNT-A LC inh2 = 7.7; PrPC TRFRET = -1; Y pestis TopoI = 1; FadD28 FP inh = 0.0; Anthrax LF inh2 = 1; CCHFV vOTU inh = -5; PfHsp40 rescue = 1.3; TcdB GH inh = ·

The listing continues:
SMILES	BoNT F protease	BoNT-A LC inh2	PrPC TRFRET	Y pestis TopoI	FadD28 FP inh	Anthrax LF inh2	CCHFV vOTU inh	PfHsp40 rescue	TcdB GH inh
Cc1ccc(-c2nnc3n2N=C(c2ccc(Br)cc2)CS3)cc1	-8	-0.2	-1	12	-2.4	-12	1	0.3	0.3
Cc1csc2nc(CNS(=O)(=O)c3cccnc3)cn12	8	0.1	2	2	-1.5	-10	-11	-0.4	1.3
On1c(-c2ccc(Cl)cc2Cl)nc2ncccc21	13	-0.8	1	4	1.0	-9	6	·	0.9
COc1ccc(COC(=O)C2CCN(S(=O)(=O)c3ccc(Cl)cc3)CC2)cc1	0	-0.3	5	32	-0.3	1	-5	0.4	-0.5
O=C(Nc1ccc(NC(=S)NC(=O)c2ccccc2F)cc1)c1cccs1	-4	-1.1	1	-1	-1.7	0	-1	?	0.2
O=C(NC(Cc1ccccc1)C(=O)O)/C(=C\c1ccccc1)NC(=O)c1ccc(Br)o1 (stereo not given)	5	2.0	2	7	0.5	-4	-3	-0.2	-0.2
COc1ccccc1-n1c(SCC(=O)N2CCc3ccccc32)nc2c(c1=O)SCC2	-8	-2.0	6	26	-0.5	2	-1	-1.1	1.2
O=C(NC1CCCCC1)C(c1ccc2ncccc2c1)N(Cc1ccccc1)C(=O)c1ccc2c(c1)OCCO2 (stereo not given)	-3	0.6	-4	-8	-0.4	0	-6	-0.2	·
O=C(COC(=O)Cc1n[nH]c(=O)c2ccccc12)Nc1cccc(C(F)(F)F)c1	-2	0.0	-6	-2	-7.7	1	-4	-1.6	2.2
Cn1c(=O)n(C)c2cc([N+](=O)[O-])c(N3CCN(C(=O)c4cccc(Cl)c4)CC3)cc21	0	-0.7	-22	13	-3.2	-1	3	1.5	·
CCC(=O)N1CCCC1(C)C(=O)Nc1ccc2nc(C)ccc2c1 (stereo not given)	-12	-0.4	7	2	-0.7	-6	-12	·	0.0
Cc1ccc(OCCNC(=O)c2cc(C3CC3)nc3c2cnn3C(C)C)cc1	-9	-0.8	3	34	-1.3	3	5	2.5	3.2
OCC1(Cc2ccccc2)CCN(Cc2cnn(-c3ccccc3F)c2)CC1	-4	-0.6	-7	16	-1.7	-6	9	-0.7	-1.2
CC(C)COC(=O)Nc1ccc(C(=O)O)cc1	-3	0.4	3	-5	0.2	0	3	0.4	·
Cc1ccc(S(=O)(=O)N2CCC(C(=O)Nc3ccccc3N3CCCC3)CC2)c(C)c1	?	-1.6	-1	17	-0.3	-6	-3	2.7	1.5
CN1CCC(N(C)S(=O)(=O)c2ccc(NC(=O)c3cccc(C#N)c3)cc2)CC1	-1	1.9	5	-5	-0.7	-2	2	-0.5	1.8
O=C(CCCCCN1C(=O)CCC1=O)Nc1ccc(Cl)c(C(F)(F)F)c1	-9	-0.4	14	2	-3.9	-5	18	0.5	·
CC(=O)c1sc2ccccc2c1OC(=O)c1ccco1	-4	0.4	1	0	-3.2	1	-15	?	·
CCCCCOC(=O)CSc1n[nH]c(=O)[nH]c1=O	4	2.3	-5	-10	-1.6	2	-7	-0.1	·
Cc1cc(C)c2c(CN3CCN(C)CC3)cc(=O)oc2c1	-5	-2.3	1	-1	-1.3	-1	3	-1.6	·
CCOC(=O)C1CCN(S(=O)(=O)c2ccc3c(c2)CCN3C(C)=O)CC1	-5	0.3	5	0	-2.8	0	15	-0.8	-0.5
O=C(Nc1ccc(Cl)cc1)c1nc[nH]c1C(=O)NCc1ccccc1	-12	-0.2	9	8	-0.5	2	17	4.6	·
CCN(CC(=O)NC1CCS(=O)(=O)C1)C(=O)c1ccc(OC)c([N+](=O)[O-])c1 (stereo not given)	-3	-0.6	-1	5	-0.1	-9	-1	0.1	-0.3
CC1CN(c2oc(-c3ccccc3Cl)nc2C#N)CC(C)O1 (stereo not given)	-14	-0.8	4	-1	0.3	-4	-1	-0.4	·
O=C(Nc1cccc(S(=O)(=O)NC2=NCCC2)c1)c1cc(F)c(F)c(F)c1F	-5	0.6	-1	-4	1.6	1	-5	-0.2	1.0
CC(=O)c1cccc(OCc2cc(C(=O)N(C)Cc3nccs3)no2)c1	-12	-0.2	-7	11	0.0	-3	10	·	1.1
CCC(C)C(=O)C(=O)N1CCC(n2nccc2NC(=O)CCOc2ccccc2)CC1 (stereo not given)	-7	0.2	6	-5	-2.8	2	8	·	0.1
O=C1/C(=C/c2ccccc2Cl)N2CCC1CC2	-9	-1.3	-5	10	0.5	-6	-3	-1.9	-0.3
C=CCn1c(SCc2ccc(C(=O)NCCO)cc2)nc2ccccc2c1=O	?	?	-3	4	-1.5	0	4	0.6	0.9
CCOC(=O)c1sc(N2N=C(C)/C(=C\c3ccc(OCC(=O)OC)cc3)C2=O)nc1C	0	-0.5	-8	1	-1.1	-3	11	0.6	·
N/C(=N\O)c1ccc(Cl)cc1Cl	?	-24	6	-1	-0.4	-4	-13	-0.1	0.9
CN(C)S(=O)(=O)N1CCN(C(=O)c2ccc3c(c2)OCO3)CC1	3	-0.4	1	40	·	2	8	0.7	1.4
C#CCOCCOCCOCCNc1nc(N2CCN(C(=O)Cn3cc(CCCCN)nn3)CC2)nc(N2CCN(C(=O)[C@H](C(C)C)n3cc(CCO)nn3)CC2)n1	-3	0.0	-2	39	0.4	2	-5	-0.7	·
Cc1ccc(NC(=O)COc2ccc(Br)cc2C)cc1	-4	-0.2	6	9	-0.7	-3	7	4.7	-0.2
COc1ccc(C(=O)CN2CCN(c3ccc(Cl)cc3)CC2)cc1OC	0	2.6	-3	5	-0.8	8	-10	-0.4	-0.4
CC(=O)Nc1ccc(S(=O)(=O)N2CCN(C(=O)c3ccco3)CC2)cc1	10	-0.8	-4	-1	-1.9	-3	-2	-0.3	-1.4
Cc1ccc2c(c1)N(CC(=O)NCCCN1CCCCC1)C(=O)c1cccnc1O2	7	-0.1	4	-9	-2.2	-8	3	-0.6	1.0
Cc1ccc(S(=O)(=O)N2CCN(c3ccnc4cc(Cl)ccc34)CC2)cc1	-2	-0.8	4	33	-7.6	0	-7	0.7	0.8
Cc1cc(OCCOCCN(C)C)ccc1Cl	1	0.9	1	9	-3.2	0	-1	-0.3	0.6
COc1cc(/C=N/O)cc(Br)c1OS(=O)(=O)c1ccc(C)cc1	-4	0.0	8	-5	-11	-3	18	-0.3	·
